Compound activity: PubChem, several laboratories
MC4R ag barr: human MC4R agonism via beta-arrestin | activation, % at 8.9 µM | actives 0.98% (n = 360,000) | U2OS MC4R beta-arrestin complementation, luminescence; percent of melanotan II response, DMSO zero | P32245;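 active means activation above a per-plate cutoff, the mean activation of sample wells on that plate plus 3 SD, cut at about 8% in these data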
Target sequence (P32245 whole entry, looked up): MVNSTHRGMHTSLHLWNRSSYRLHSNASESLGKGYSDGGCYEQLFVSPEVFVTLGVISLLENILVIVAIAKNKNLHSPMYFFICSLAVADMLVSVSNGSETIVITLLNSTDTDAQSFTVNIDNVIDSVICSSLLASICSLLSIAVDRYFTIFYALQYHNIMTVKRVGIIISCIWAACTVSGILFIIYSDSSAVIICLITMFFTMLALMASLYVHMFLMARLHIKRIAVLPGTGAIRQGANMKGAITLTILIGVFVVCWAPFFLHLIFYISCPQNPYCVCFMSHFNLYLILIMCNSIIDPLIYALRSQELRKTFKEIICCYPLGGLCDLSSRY
HTR2A ag: activates the mouse 5-HT2A serotonin receptor; P35363; CHO-K1 mHTR2A beta-arrestin complementation, luminescence; percent of 30 µM serotonin response; activation, % at 7.6 µM; actives 0.66% (n = 360,000); AID 624169;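 active means activation above a run cutoff, the mean activation of all tested compounds plus 3 SD, cut at about 14% in these data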;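 further: 0% = plate median of compound wells and 100% = 30 µM serotonin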
Target sequence (P35363 whole entry, looked up): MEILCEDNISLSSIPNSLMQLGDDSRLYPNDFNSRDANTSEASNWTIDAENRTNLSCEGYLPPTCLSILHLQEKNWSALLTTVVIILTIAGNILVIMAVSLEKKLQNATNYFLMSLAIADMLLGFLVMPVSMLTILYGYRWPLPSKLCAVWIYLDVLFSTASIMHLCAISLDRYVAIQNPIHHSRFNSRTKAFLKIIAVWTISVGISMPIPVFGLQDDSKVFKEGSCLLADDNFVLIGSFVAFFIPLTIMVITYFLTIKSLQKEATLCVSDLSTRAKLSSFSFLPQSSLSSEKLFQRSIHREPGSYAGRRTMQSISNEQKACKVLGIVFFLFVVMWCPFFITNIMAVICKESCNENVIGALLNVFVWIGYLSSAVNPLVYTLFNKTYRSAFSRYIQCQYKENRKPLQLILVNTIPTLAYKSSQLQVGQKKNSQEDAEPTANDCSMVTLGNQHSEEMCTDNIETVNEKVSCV
ABCB6 inh MLPCN: human ABCB6 transporter inhibition; actives 0.19% (n = 360,000); K562-ABCB6 porphyrin accumulation, flow cytometry, 1 h; active compounds read low; fluorescence ratio to DMSO, % at 10 µM; Q9NP58;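 active means fluorescence ratio to DMSO below 75%, the collection mean minus 3 SD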;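 further: signal is porphyrin accumulated inside mitochondria; 100% equals median channel fluorescence of DMSO control wells; lower ratio means ABCB6 inhibition with less porphyrin fluorescence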
CaV13 FRET inh: Primary screen for inhibitors of IQ motif and Ca2+-dependent inactivation inhibitor domain binding in CACNA1D, Förster resonance energy transfer in living cells, …; actives 0.098% (n = 340,000); inhibition, % at 12.3 µM; HEK cells, CFP/YFP FRET ICDI-IQ, plate reader, 10 min; percent FRET-ratio fall versus neutral wells; AID 743397;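 active means mean replicate inhibition of at least 30% and at least 1% of replicates passing that level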;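 further: 0% = median of the neutral control wells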
Cardio protect: myocardial damage modulation in H9c2 cells; AID 588492; H9c2 cardiomyocytes, H2O2 injury protection, ATPLite, 2 h; protection from H2O2 cell death, % at 20 µM; actives 0.63% (n = 360,000);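 active means compounds giving at least 50% protection of heart cells from peroxide-induced death in the single-dose screen, raw or plate-pattern-corrected value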;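 further: 0% = DMSO wells with peroxide and 100% = DMSO wells without peroxide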
PDI turbidity: inhibitors of human protein disulfide isomerase | P07237 | PDI insulin aggregation turbidity, A650, 90 min | inhibition, % at 10 µM | actives 0.052% (n = 350,000);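 active means mean inhibition across replicates of 30% or more, whatever share of single replicates reach that level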;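 further: absorbance from insulin aggregation driven by PDI reduction with DTT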
MC4R antagonist: blocks human MC4R cAMP signaling | P32245 | MC4R-expressing cells, MTII-stimulated cAMP, LANCE TR-FRET | inhibition, % at 6.5 µM | actives 0.48% (n = 360,000);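 active means inhibition above its plate's cutoff, the mean of tested wells on that plate plus 3 SD, cut at about 29% in these data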;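 further: 0% = Melanotan II alone and 100% = Melanotan II plus saturating MCL0020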
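System – human MC4R-expressing U2OS cells · Also added – Melanotan II · Dosing – one concentration, 6.5 µM nominal · Timing – 30-min compound, 1-h challenge, 1-h detection, room temperature · Measured by – Eu-cAMP/anti-cAMP TR-FRET, emission 671 nm · Replicates – singlicate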
Exocytosis inh: blocks lytic granule exocytosis; TALL-104 LAMP-1 surface exposure, flow cytometry; cells stimulated with thapsigargin and PMA; inhibition, % at 10 µM; actives 0.66% (n = 360,000); AID 651702;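 active means inhibition above about 55%, limit read from the data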
N-glyco inh: blocks N-linked glycosylation in D54 reporter cells. D54 ERlucT glycosylation luciferase reporter, 24 h; percent of 100 nM tunicamycin response. reporter increase, % at 12.5 µM. actives 0.23% (n = 360,000). AID 588692;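 active means mean luciferase reporter signal, scaled so untreated is 0 and the glycosylation-blocking control 100, at or above a set limit in every replicate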;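 further: luciferase carries N-glycosylation sites so blocking glycosylation raises the light; 0% = median of neutral control wells and 100% = median of 100 nM tunicamycin wells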
ABHD5 PLIN5 PPI: blocks binding of human ABHD5 to perilipin-5. inhibition, % at 4 µM. actives 0.78% (n = 360,000). Q00G26+Q8WTS1. Split G. princeps luciferase complementation, luminescence, 4 h. AID 602281;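 active means inhibition above the mean inhibition across every tested compound plus 3 SD, cut at about 22% in these data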;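 further: 0% = DMSO only wells and the 100% control is not disclosed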
The depositor's hits bear a star; nt = not tested or not shown.

1) COc1ccc(CCNC(=O)c2cc3ccccc3oc2=O)cc1
2) CC1Sc2ccc(S(=O)(=O)N3CCC(C(=O)Nc4ccc(Cl)cc4)CC3)cc2NC1=O (configuration not stated)
3) CCOc1ccccc1C1CC(=O)NC2=C1C(=O)CC(C)(C)C2 (configuration not stated)
4) CC1(C)CC(=O)C2=C(C1)Nc1ccccc1N(C(=O)C1CC1)C2c1ccco1 (configuration not stated)
5) COc1ccc(NC(=O)COC(=O)CNC(=O)c2cccs2)cc1Cl

screen / no.	1	2	3	4	5
MC4R ag barr	-1.4	-2.9	-0.9	2.1	-0.9
HTR2A ag	7	-4	4	-4	0
ABCB6 inh MLPCN	96	103	97	93	97
CaV13 FRET inh	-5	-6	nt	1	-5
Cardio protect	-14	-16	-3	10	8
PDI turbidity	0	5	-3	-12	-3
MC4R antagonist	18	7	3	-2	-1
Exocytosis inh	-2	7	0	-3	-1
N-glyco inh	4	-9	0	0	1
ABHD5 PLIN5 PPI	0	4	3	12	3

6) Cc1ccc(C)c(Cn2cnc3c(oc4ccccc43)c2=O)c1
7) OC(CNCCNc1ncccc1C(F)(F)F)Cn1ccc2ccccc21 (configuration not stated)
8) O=C(Cc1cccc([N+](=O)[O-])c1)Nc1ccc(C(=O)N2CCOCC2)cc1
9) O=S(=O)(c1ccccc1)N1CCC2(CC1)OCCO2
10) CCOc1ccc(OCC)c(NC(=O)CSc2nnc(-c3cccnc3)o2)c1

screen / no.	6	7	8	9	10
MC4R ag barr	1.3	1.7	-2.0	-1.1	1.4
HTR2A ag	9	-7	-2	0	-2
ABCB6 inh MLPCN	96	94	96	99	97
CaV13 FRET inh	-2	-8	-4	-5	-6
Cardio protect	0	-3	4	9	0
PDI turbidity	0	0	-3	2	5
MC4R antagonist	0	-6	0	-1	2
Exocytosis inh	-10	-3	-4	-1	-2
N-glyco inh	-2	-3	-1	2	2
ABHD5 PLIN5 PPI	2	6	-3	-1	3

11) CC(C)Sc1nc2c(c(=O)n(C)c(=O)n2C)n1Cc1ccc(Cl)cc1
12) Cc1cc(=O)oc2cc(OCC(=O)NC3CC(C)(C)NC(C)(C)C3)ccc12
13) Cc1ccccc1C(=O)NC(=S)Nc1ccccc1C(=O)O
14) Cc1cnc(C(=O)OCC(=O)N2C(C)CCCC2C)cn1 (configuration not stated)
15) O=C(CSc1nnc(-c2ccccc2Br)o1)Nc1cccc2ccccc12

screen / no.	11	12	13	14	15
MC4R ag barr	3.2	-3.3	0.0	-0.6	-0.6
HTR2A ag	3	5	3	-1	2
ABCB6 inh MLPCN	92	98	98	96	98
CaV13 FRET inh	-7	-14	-5	-5	-4
Cardio protect	20	-1	-3	-6	0
PDI turbidity	-6	-10	-5	-5	2
MC4R antagonist	-38	17	-4	9	2
Exocytosis inh	7	-7	-1	-2	0
N-glyco inh	-1	3	1	0	3
ABHD5 PLIN5 PPI	-1	-6	-1	-6	1

16) CC(OC(=O)Cc1coc2cc3c(cc12)CCC3)C(=O)NCc1ccc2c(c1)OCO2 (configuration not stated)
17) O=C(Nc1ccc2oc(-c3cccnc3)nc2c1)c1cc2ccccc2o1
18) CC(C)=CC(=O)OCC(=O)Nc1ccc(Cl)cc1
19) Cc1ccccc1-c1nnc(CN2CCN(C(=O)c3ccco3)CC2)o1
20) COc1cccc(/C=N/N2CCN(C3c4ccccc4-c4ccccc43)CC2)c1O

screen / no.	16	17	18	19	20
MC4R ag barr	2.0	-0.8	0.0	1.4	-2.7
HTR2A ag	4	2	0	-3	0
ABCB6 inh MLPCN	97	87	103	102	94
CaV13 FRET inh	0	-3	-1	-7	-16
Cardio protect	-23	23	-12	3	-12
PDI turbidity	-2	-3	-2	-4	1
MC4R antagonist	11	3	4	3	13
Exocytosis inh	2	2	-4	1	1
N-glyco inh	1	2	2	5	-1
ABHD5 PLIN5 PPI	-4	-1	-10	2	-4

21) NC(CO)c1csc(NC(=O)Nc2ccccc2Cc2ccccc2)n1 (configuration not stated)
22) Cc1cc(F)ccc1S(=O)(=O)N1CCCOC1CNC(=O)C(=O)NC1CCCCC1 (configuration not stated)
23) CC(C)C(=O)Nc1cccc(NC(=O)c2ccc([N+](=O)[O-])cc2Cl)c1
24) CN(C(=O)COC(=O)c1cc[n+]([O-])cc1)c1ccccc1
25) CC1CCc2c(nc3ncnn3c2NCCN(C)C)C1 (configuration not stated)

screen / no.	21	22	23	24	25
MC4R ag barr	0.8	-1.6	0.4	0.3	3.8
HTR2A ag	0	0	0	-6	-2
ABCB6 inh MLPCN	97	98	96	112	99
CaV13 FRET inh	-5	-9	-2	-6	-18
Cardio protect	14	2	4	1	-3
PDI turbidity	-21	-1	7	-6	2
MC4R antagonist	3	5	14	17	8
Exocytosis inh	-8	1	4	-1	-4
N-glyco inh	0	-1	2	-1	0
ABHD5 PLIN5 PPI	1	2	0	9	-8

Ordered by SMILES length (descending): twelve of the compounds above.
16) CC(OC(=O)Cc1coc2cc3c(cc12)CCC3)C(=O)NCc1ccc2c(c1)OCO2 (configuration not stated)
23) CC(C)C(=O)Nc1cccc(NC(=O)c2ccc([N+](=O)[O-])cc2Cl)c1
22) Cc1cc(F)ccc1S(=O)(=O)N1CCCOC1CNC(=O)C(=O)NC1CCCCC1 (configuration not stated)
12) Cc1cc(=O)oc2cc(OCC(=O)NC3CC(C)(C)NC(C)(C)C3)ccc12
20) COc1cccc(/C=N/N2CCN(C3c4ccccc4-c4ccccc43)CC2)c1O
17) O=C(Nc1ccc2oc(-c3cccnc3)nc2c1)c1cc2ccccc2o1
15) O=C(CSc1nnc(-c2ccccc2Br)o1)Nc1cccc2ccccc12

screen / no.	16	23	22	12	20	17	15
MC4R ag barr	2.0	0.4	-1.6	-3.3	-2.7	-0.8	-0.6
HTR2A ag	4	0	0	5	0	2	2
ABCB6 inh MLPCN	97	96	98	98	94	87	98
CaV13 FRET inh	0	-2	-9	-14	-16	-3	-4
Cardio protect	-23	4	2	-1	-12	23	0
PDI turbidity	-2	7	-1	-10	1	-3	2
MC4R antagonist	11	14	5	17	13	3	2
Exocytosis inh	2	4	1	-7	1	2	0
N-glyco inh	1	2	-1	3	-1	2	3
ABHD5 PLIN5 PPI	-4	0	2	-6	-4	-1	1

24) CN(C(=O)COC(=O)c1cc[n+]([O-])cc1)c1ccccc1
21) NC(CO)c1csc(NC(=O)Nc2ccccc2Cc2ccccc2)n1 (configuration not stated)
14) Cc1cnc(C(=O)OCC(=O)N2C(C)CCCC2C)cn1 (configuration not stated)
18) CC(C)=CC(=O)OCC(=O)Nc1ccc(Cl)cc1
25) CC1CCc2c(nc3ncnn3c2NCCN(C)C)C1 (configuration not stated)

screen / no.	24	21	14	18	25
MC4R ag barr	0.3	0.8	-0.6	0.0	3.8
HTR2A ag	-6	0	-1	0	-2
ABCB6 inh MLPCN	112	97	96	103	99
CaV13 FRET inh	-6	-5	-5	-1	-18
Cardio protect	1	14	-6	-12	-3
PDI turbidity	-6	-21	-5	-2	2
MC4R antagonist	17	3	9	4	8
Exocytosis inh	-1	-8	-2	-4	-4
N-glyco inh	-1	0	0	2	0
ABHD5 PLIN5 PPI	9	1	-6	-10	-8

Remaining list, next part
26) CC(=O)c1ccc(N2CCN(C(=O)/C=C/c3ccc(S(=O)(=O)N4CCOCC4)cc3)CC2)cc1
27) CC1CC(=O)C2=C(C1)OC(N)=C(C#N)C2c1coc2ccccc2c1=O (configuration not stated)
28) CCCCN(C(=O)CCCc1nc2ccccc2c(=O)[nH]1)c1c(N)n(CCCC)c(=O)[nH]c1=O
29) CCCOC(=O)C1=C(C)NC2=C(C(=O)CCC2)C1c1ccc(N(C)C)cc1 (configuration not stated)
30) Cc1ccc(S(=O)(=O)Nc2ccccc2-c2nc3ccccc3[nH]c2=O)cc1

screen / no.	26	27	28	29	30
MC4R ag barr	-0.9	-1.6	-1.6	-0.5	-2.7
HTR2A ag	1	-4	-7	-7	0
ABCB6 inh MLPCN	88	102	102	98	96
CaV13 FRET inh	-5	-4	-3	-3	-2
Cardio protect	-7	0	3	-2	6
PDI turbidity	1	-3	3	4	4
MC4R antagonist	18	2	4	7	4
Exocytosis inh	1	-5	-5	2	-1
N-glyco inh	-4	2	2	-1	2
ABHD5 PLIN5 PPI	3	-3	0	4	-12

31) Cc1ccccc1N1CCN(c2ncnc3scc(-c4cccs4)c23)CC1
32) COc1ccc(C(=O)N/C(=C\c2cn(S(=O)(=O)N(C)C)c3ccccc23)C(=O)NCCN2CCOCC2)cc1OC
33) COc1ccc(CNC(=O)c2ccc(N(C)S(=O)(=O)c3ccc(C)cc3)cc2)cc1
34) COc1ccc(-c2coc3cc(OC(C)=O)c(OC)cc3c2=O)cc1
35) O=C(CSc1nc2ccccc2c(=O)n1-c1ccccc1)c1c[nH]c2ccccc12

screen / no.	31	32	33	34	35
MC4R ag barr	-1.0	-4.2	-2.7	-0.7	-2.0
HTR2A ag	4	1	2	0	-3
ABCB6 inh MLPCN	101	95	98	95	96
CaV13 FRET inh	-5	-3	-6	nt	-5
Cardio protect	-4	-3	-3	-8	8
PDI turbidity	3	6	1	nt	10
MC4R antagonist	16	3	7	-1	-32
Exocytosis inh	-2	0	-8	4	-1
N-glyco inh	-5	2	-3	-1	4
ABHD5 PLIN5 PPI	-8	4	-3	1	-10

36) CC1CCc2c(sc3nc(CSc4nnnn4C)[nH]c(=O)c23)C1 (configuration not stated)
37) O=C(N/N=C/c1cccc(Oc2ccccc2)c1)c1ccccc1F
38) COc1cc2c(cc1OC)CN(C(=O)CCC(=O)c1ccc(F)cc1)CC2
39) COc1cccc(-c2cc(C(F)(F)F)c(C#N)c(=O)[nH]2)c1
40) O=C(Cn1cnc2cc([N+](=O)[O-])ccc2c1=O)Nc1cccc(S(=O)(=O)N2CCOCC2)c1

screen / no.	36	37	38	39	40
MC4R ag barr	-0.2	-0.5	-2.9	-2.4	-2.2
HTR2A ag	0	0	-4	-3	-2
ABCB6 inh MLPCN	99	100	102	703	98
CaV13 FRET inh	-7	-5	-6	-2	-4
Cardio protect	-2	-2	-1	-16	-3
PDI turbidity	-6	15	-3	-1	2
MC4R antagonist	2	-13	-10	9	11
Exocytosis inh	4	0	11	8	-1
N-glyco inh	1	6	6	-2	0
ABHD5 PLIN5 PPI	-1	5	4	-3	-6

41) NS(=O)(=O)c1ccc(NC(=O)COC(=O)CCc2ccc(S(=O)(=O)N3CCOCC3)cc2)cc1
42) Cc1ccc2nc3c(cc2c1)c(NC(=O)c1ccccn1)nn3CC(C)C
43) O=C(O)c1sc2cc(C(F)(F)F)cnc2c1-c1cccs1
44) Cc1cc(C)c(NC(=O)c2ccc[n+](Cc3ccc([N+](=O)[O-])cc3)c2)c(C)c1

screen / no.	41	42	43	44
MC4R ag barr	0.7	-0.5	-0.5	2.1
HTR2A ag	0	0	-1	5
ABCB6 inh MLPCN	92	95	90	99
CaV13 FRET inh	-5	4	-5	-7
Cardio protect	-9	23	6	1
PDI turbidity	12	6	9	0
MC4R antagonist	5	-4	2	4
Exocytosis inh	0	-1	0	-1
N-glyco inh	2	1	2	3
ABHD5 PLIN5 PPI	3	2	1	8
